GLS inh: qHTS for Inhibitors of Glutaminase (GLS); GLS enzymatic activity, qHTS titration; Glutaminase kidney isoform, mitochondrial (Homo sapiens), O94925; 0.21% of 410,000 active; AID 624170, 2012; Potency, µM (top dose mostly 45.5 µM), for inactives: at the highest dose activity change, negative = inhibition, actives largely listed as inhibitors; note: potency is the fitted concentration of half-maximal effect; % is set by controls: 0 for no effect and ±100 for the full control effect
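Coupled fluorescence readout: glutamate oxidase/HRP/Amplex Red detect glutamate formed by hKGA from L-glutamine (1 mM solution added). Buffer 45 mM KH2PO4 pH 8.2, 0.02% Tween-20; reads at t0 and 30 min RT.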
PGK inhibitor: qHTS Assay to Find Inhibitors of Phosphoglycerate Kinase. Phosphoglycerate kinase, glycosomal (Trypanosoma brucei brucei), P07378. PGK/GAPDH coupled, Kinase-Glo luminescence, 60 min. Potency, µM (top dose mostly 57.5 µM), inactives show top-dose activity change, negative = inhibition, usual class: inhibitors. 0.043% of 380,000 active; note: potency is the fitted concentration of half-maximal effect; % is set by controls: 0 for no effect and ±100 for the full control effect; nearly all actives have a fitted effect of over 60% in size
Target sequence (P07378 whole entry, looked up): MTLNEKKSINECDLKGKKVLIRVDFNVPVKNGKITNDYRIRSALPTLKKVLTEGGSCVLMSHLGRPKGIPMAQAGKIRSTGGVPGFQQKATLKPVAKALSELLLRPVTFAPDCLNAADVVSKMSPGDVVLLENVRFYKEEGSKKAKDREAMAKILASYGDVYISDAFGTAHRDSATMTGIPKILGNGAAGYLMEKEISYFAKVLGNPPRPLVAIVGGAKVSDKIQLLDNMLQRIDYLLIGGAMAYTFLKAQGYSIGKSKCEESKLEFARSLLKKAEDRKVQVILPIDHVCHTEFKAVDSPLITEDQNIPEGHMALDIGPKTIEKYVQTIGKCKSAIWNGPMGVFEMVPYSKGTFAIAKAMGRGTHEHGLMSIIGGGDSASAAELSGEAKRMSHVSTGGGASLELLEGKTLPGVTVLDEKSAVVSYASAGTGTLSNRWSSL
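Luminescent ATP detection (Kinase-Glo Plus) follows a 60-minute room-temperature incubation, with wells lacking PGK as controls. Buffer: 100 mM TEA (pH 7.6), 5 mM MgCl2, 0.01% Tween-20. Coupling enzyme GAPDH (100 nM final) supplies unstable 1,3-BPG in-well.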
PI4K2A inh: qHTS for small molecular inhibitors of PI4K2A; purified PI4K2A, ADP-Glo luminescence, 1 h; hits give low values; activity change, negative = inhibition, % at 76.9 µM; Phosphatidylinositol 4-kinase type 2-alpha (Homo sapiens), Q9BTU6; 0.13% of 420,000 active; in the data active = activity change below about -50%; inconclusive = mostly about -30% to -49%;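 note: -100% = wells without enzyme as full effect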
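ADP-Glo luminescence measured ADP generated by PI4K2A enzyme (4 ug/mL before mixing) with 1.2 mM PI substrate (pre-mix) and 300 microM ATP (pre-mix). Tris pH7.5 buffer with MgCl2, Triton X-100; 1 h reaction at ambient temperature.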
HP1b binding inh: HTS for Inhibitors of HP1-beta Chromodomain Interactions with Methylated Histone Tails; Chromobox protein homolog 1 (Homo sapiens), P83916; AlphaScreen HP1-beta / biotin-H3K9me3 peptide binding; Potency, µM (top dose mostly 114 µM), for the others: top-dose activity change, negative = inhibition, hits mostly inhibitors; 0.56% of 390,000 active; note: potency is the fitted concentration of half-maximal effect; nearly all actives have a fitted effect of over 70% in size; inactives centre near 23
Target sequence (P83916 whole entry, looked up): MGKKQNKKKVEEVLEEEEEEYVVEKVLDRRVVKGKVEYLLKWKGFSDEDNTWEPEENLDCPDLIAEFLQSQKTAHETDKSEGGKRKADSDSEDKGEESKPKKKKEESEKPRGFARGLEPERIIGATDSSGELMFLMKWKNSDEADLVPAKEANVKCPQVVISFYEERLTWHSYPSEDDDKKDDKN
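AlphaScreen: HP1-beta (50 nM) preformed 30 min with biotin-H3(1-18)K9me3 peptide (50 nM) in PBS pH 7.4, 0.01% Tween-20. Compound added for 30 min at RT, then streptavidin donor/nickel chelate acceptor beads (10 ug/mL) for 30 min.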
TrxR1 inh: qHTS Assay for Inhibitors of Mammalian Selenoprotein Thioredoxin Reductase 1 (TrxR1): qHTS. AID 588453, 2011. recombinant rTrxR1, NADPH fluorescence consumption, selenite substrate. Thioredoxin reductase 1, cytoplasmic (Rattus norvegicus), O89049. Potency, µM (highest dose often 114 µM), inactives show at the top dose activity change, negative = inhibition, actives largely listed as inhibitors. 1% of 390,000 active; note: potency is the fitted concentration of half-maximal effect; % is set by controls: 0 for no effect and ±100 for the full control effect; nearly all actives have a fitted effect of over 65% in size
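Rat TrxR1 (90 nM in the dispensed reagent) was pre-reduced with 400 uM NADPH for 5 min at room temperature, then incubated with compound for 15 min. After 400 uM selenite was added, NADPH fluorescence (Ex 340/Em 450 nm) was followed for 8 min.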
USP1-UAF1 inh: Inhibitors of USP1/UAF1: Primary Screen | recombinant USP1/UAF1, Ub-Rhodamine cleavage fluorescence | Potency, µM (series often up to 57.1 µM), inactives show at the highest dose activity change, negative = inhibition, usual class: inhibitors | 0.23% of 390,000 active | AID 743255, 2014; note: potency is the fitted concentration of half-maximal effect; % is set by controls: 0 for no effect and ±100 for the full control effect; nearly all actives have a fitted effect of over 60% in size; inactives centre near -12
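USP1/UAF1 complex at 1 nM was preincubated with compound for 15 min at room temperature, then Ub-Rho substrate (150nM final) was added. Fluorescence (480/540 nm) was read kinetically, 6 reads every 60 seconds.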
Pin1 inh: qHTS Assay to Find Inhibitors of Pin1 | Pin1 FP peptide displacement, HiFluor488, 10 min | Potency, µM (top dose mostly 115 µM), for the others: top-dose activity, negative = inhibition, most hits filed as inhibitors | 0.009% of 390,000 active | AID 504891, 2011; active = well fitted inhibition curve with a large enough effect in the polarisation, with a control signal flat, not every such curve was filed as active; inconclusive = small, poorly fitted or top-dose-only effect, or effect the other way, or a change in a side signal; inactive = no such curve, though single readings can be large or run the other way; the % refers to the polarisation; note: potency is the fitted concentration of half-maximal effect; % is set by controls: 0 for no effect and ±100 for the full control effect
Target sequence (Q13526 whole entry, looked up): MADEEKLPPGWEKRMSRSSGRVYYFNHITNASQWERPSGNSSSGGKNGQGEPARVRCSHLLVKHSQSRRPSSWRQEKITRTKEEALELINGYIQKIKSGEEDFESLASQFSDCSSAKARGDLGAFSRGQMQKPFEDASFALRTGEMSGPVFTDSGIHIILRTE
IDH1 R132H inh: qHTS for Inhibitors of mutant isocitrate dehydrogenase 1 (IDH1): qHTS | Isocitrate dehydrogenase [NADP] cytoplasmic (Homo sapiens), O75874 | IDH1-R132H enzyme, NADPH consumption, diaphorase/resazurin fluorescence | Potency, µM (highest dose often 76.6 µM), for the others: at the top dose activity change, negative = inhibition, hits mostly inhibitors | 0.093% of 390,000 active; note: potency is the fitted concentration of half-maximal effect; % is set by controls: 0 for no effect and ±100 for the full control effect; nearly all actives have a fitted effect of over 65% in size
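IDH1-R132H (0.5 ug/mL) preincubated 30 min with compound, then NADPH (0.016 mM) and alpha-KG (2 mM) added; 80 min at RT, pH 7.5. Remaining NADPH coupled via diaphorase/resazurin to fluorescence (540/590 nm); concentration-response curves normalized to no-enzyme control.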
TrxR1 substrate: qHTS Assay for Substrates of Mammalian Selenoprotein Thioredoxin Reductase 1 (TrxR1): qHTS; purified TrxR1 substrate turnover, NADPH consumption readout; Potency, µM (series often up to 114 µM), for the others: top-dose activity change, negative = substrate turnover; 0.01% of 390,000 active; note: potency is the fitted concentration of half-maximal effect; % is set by controls: 0 for no effect and ±100 for the full control effect; nearly all actives have a fitted effect of over 50% in size
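Rat TrxR1, dispensed at 90 nM, was prereduced with 400 uM NADPH (final) for 5 min at ~22 deg C, then incubated with compound 15 min before 400 uM selenite. A first-read NADPH fluorescence drop versus no-compound background flagged substrates.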
An asterisk follows results filed as active; i = inactive; u = inconclusive; x = not tested or not shown; [ ] = another dose, or the depositor's remark. Unless noted, calls come from the whole dose curve; as a rule, active = well fitted curve in the direction sought with a large enough effect; inconclusive = small, poorly fitted or top-dose-only effect, or another doubt; inactive = no such curve, though single readings can be large; an effect the other way counts as inactive or inconclusive. Only part of the results is shown (hit frequency here may not be typical).

Results follow in this order: GLS inh	PGK inhibitor	PI4K2A inh	HP1b binding inh	TrxR1 inh	USP1-UAF1 inh	Pin1 inh	IDH1 R132H inh	TrxR1 substrate
> Cc1ccc2[nH]cc(C(=O)NCc3cccs3)c(=O)c2c1
→ -5%	-8%	-4	21%	0%	6%	-2%	5%	-4%
> CCN(C(=O)COC(=O)CN(C)S(=O)(=O)c1ccc(NC(C)=O)cc1)C1CCS(=O)(=O)C1 (configuration not stated)
→ 3%	-5%	5	13%	14%	-10%	-10%	-5%	2%
> Cc1oncc1-c1cn2ccccc2n1
→ 5%	-3%	5	20%	8%	-14%	-1%	13%	47%[activator]
> CCCCOC(=O)c1ccc(Nc2nnc(-n3nc(C)cc3C)c3ccccc23)cc1
→ 1%	x	0	52%[activator]	-9%[57.1 µM]	-22%	16%	x	-5%[57.1 µM]
> Cc1cc(C)n2nc(CNC(=O)c3ccc(Cl)cc3)nc2n1
→ -2%	i	-4	78%[activator]	-3%	6%	-9%	1%	1%
> COc1ccc(C)c2sc(NC(=O)c3ccc(S(=O)(=O)N4CCOCC4)cc3)nc12
→ -6%	-4%	2	13%[57 µM]	30%[57.1 µM]	-23%	-1%	-7%	4%[57.1 µM]
> NS(=O)(=O)c1ccc(CCNC(=O)c2cc(=O)[nH]c3ccccc23)cc1
→ -3%	-5%	-1	-3%	3%[57.1 µM]	-6%	0%	-7%	8%[57.1 µM]
> Cn1c(N)c(C(=O)CNC2CCCCC2)c(=O)n(C)c1=O
→ -11%	i	2	71%[activator]	15%	-17%	6%	3%	0%
> CC1=C(C(=O)OCC(C)C)C(c2ccc(Br)s2)NC(=O)N1 (configuration not stated)
→ 0%	-5%	5	38%	10%[57.1 µM]	-23%	2%	6%	5%[57.1 µM]
> Cc1c(C)c2ccc(OC(C)C(=O)N3CC[C@@]4(O)CCCC[C@H]4C3)c(C)c2oc1=O (some centres not stated)
→ 3%	4%	0	24%	3%	3%	-2%	-9%	109%[activator]
> CN1CCN(C(=O)C2=C[C@H](c3coc4ccccc4c3=O)C[C@H](OCc3ccc(CO)cc3)O2)CC1
→ -5%	i	0	43%[activator]	0%	u	-8%	-1%	0%
> CCCCN1CC(Br)C(=O)NC1=O (configuration not stated)
→ -4%	1%	-12	28%	12%	u	0%	-2%	-3%
> Cc1cccc(CNC(=O)CN2C(=O)CSc3c2c(C)nn3-c2ccccc2)c1
→ -3%	i	-3	-8%	-4%[57.1 µM]	u	-4%	13%	0%[57.1 µM]
> O=C1C(NS(=O)(=O)c2cccs2)=C(N2CCN(c3ccccc3)CC2)C(=O)c2ccccc21
→ 37%[activator]	-1%	-4	u	u	u	-8%	7%	-1%
> ON1C(c2ccccc2C(F)(F)F)N(O)[C@H]2CCCC[C@H]21 (some centres not stated)
→ 80%[activator]	-9%	2	0%	3%	5%	1%	8%	4%
> OCCN1CCN(c2cc(C(F)(F)F)nc3ccccc23)CC1
→ 7%	-3%	-2	32%	0%	-18%	2%	4%	-3%
> COc1ccccc1N(CN1CCCC1=O)C(=O)COc1ccccc1
→ x	-6%	5	19%	-13%	-10%	0%	8%	-7%
> COC(=O)C1CCN(S(=O)(=O)c2cc3c4c(c2)C(C)C(=O)N4CCC3)CC1 (configuration not stated)
→ -26%	i	-3	11%[57 µM]	12%[57.1 µM]	-4%	u	-11%	-2%[57.1 µM]
> Cc1ccc(CSC2=NCCN2C(=O)c2ccc(S(=O)(=O)N(C)C)cc2)cc1
→ -6%	-3%	2	13%	29%	-18%	-1%	3%	9%
> CN1CC(=O)N(CC(=O)NC2CCCCC2)C1=O
→ 1%	i	5	18%	15%	-16%	0%	3%	2%

One compound at a time, as listed above. Order of screens: GLS inh	PGK inhibitor	PI4K2A inh	HP1b binding inh	TrxR1 inh	USP1-UAF1 inh	Pin1 inh	IDH1 R132H inh	TrxR1 substrate
Shown for CCN(C(=O)COC(=O)CN(C)S(=O)(=O)c1ccc(NC(C)=O)cc1)C1CCS(=O)(=O)C1 (configuration not stated) : 3%	-5%	5	13%	14%	-10%	-10%	-5%	2%
Shown for CN1CC(=O)N(CC(=O)NC2CCCCC2)C1=O : 1%	i	5	18%	15%	-16%	0%	3%	2%
Shown for OCCN1CCN(c2cc(C(F)(F)F)nc3ccccc23)CC1 : 7%	-3%	-2	32%	0%	-18%	2%	4%	-3%
Shown for Cc1oncc1-c1cn2ccccc2n1 : 5%	-3%	5	20%	8%	-14%	-1%	13%	47%[activator]

Other records
Results follow in this order: GLS inh	PGK inhibitor	PI4K2A inh	HP1b binding inh	TrxR1 inh	USP1-UAF1 inh	Pin1 inh	IDH1 R132H inh	TrxR1 substrate
> CCOc1cccc2c1OC1(CCCCC1)N1N=C(c3cccnc3)CC21 (configuration not stated)
→ 0%	15%	-6	43%[activator]	u	u	8%	-1%	-8%
> COC(=O)C1=C(C(=O)OC)[C@@H]2N(Cc3ccccc3)c3ccccc3[C@@]23C[C@@H](C(=O)OC)N(C(=O)c2ccc(Br)cc2)C3=N1
→ -2%	i	0	20%	-3%[57.1 µM]	-20%	-8%	-12%	-4%[57.1 µM]
> COC(=O)C1C(=O)C2=C(CC1C)NC(=O)CC2c1ccccc1 (configuration not stated)
→ -2%	i	2	42%[activator]	-6%	-23%	1%	0%	-3%
> COCC(=O)Oc1cc(-c2ccc(C)cc2C)c(OC(=O)COC)c(-c2ccc(C)cc2C)c1
→ -5%	i	-11	x	x	-24%	x	12%	x

4 entries picked at random from the list so far, as already listed:
Results follow in this order: GLS inh	PGK inhibitor	PI4K2A inh	HP1b binding inh	TrxR1 inh	USP1-UAF1 inh	Pin1 inh	IDH1 R132H inh	TrxR1 substrate
> COCC(=O)Oc1cc(-c2ccc(C)cc2C)c(OC(=O)COC)c(-c2ccc(C)cc2C)c1
→ -5%	i	-11	x	x	-24%	x	12%	x
> COC(=O)C1C(=O)C2=C(CC1C)NC(=O)CC2c1ccccc1 (configuration not stated)
→ -2%	i	2	42%[activator]	-6%	-23%	1%	0%	-3%
> COC(=O)C1=C(C(=O)OC)[C@@H]2N(Cc3ccccc3)c3ccccc3[C@@]23C[C@@H](C(=O)OC)N(C(=O)c2ccc(Br)cc2)C3=N1
→ -2%	i	0	20%	-3%[57.1 µM]	-20%	-8%	-12%	-4%[57.1 µM]
> CCOc1cccc2c1OC1(CCCCC1)N1N=C(c3cccnc3)CC21 (configuration not stated)
→ 0%	15%	-6	43%[activator]	u	u	8%	-1%	-8%

Bioassay records: PubChem, National Center for Advancing Translational Sciences (NCATS)
